M1 PAM parental: M1 PAM counterscreen hit in parental CHO-K1 cells | ATP EC20, Fluo-8 calcium fluorescence; 0% at ATP EC20, 100% at ATP max | activation, % at 3 µM | 360,000 tested, 0.02% active;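 active means activation above the run cutoff, the mean activation of all test compounds plus 3 SD, cut at about 40% in these data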;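 further: peak over basal fluorescence ratio in a 140 s read after ATP addition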
CHRM5 PAM: CHRM5 positive allosteric modulation. CHO-K1 hM5, Fluo-8 calcium, ACh EC20 PAM; 0% = ACh EC20, 100% = ACh EC100. activation, % at 3 µM. 360,000 tested, 0.3% active;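 active means activation above the run cutoff, the mean activation of all test compounds plus 3 SD, cut at about 18% in these data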
Target sequence (P08912 whole entry, looked up): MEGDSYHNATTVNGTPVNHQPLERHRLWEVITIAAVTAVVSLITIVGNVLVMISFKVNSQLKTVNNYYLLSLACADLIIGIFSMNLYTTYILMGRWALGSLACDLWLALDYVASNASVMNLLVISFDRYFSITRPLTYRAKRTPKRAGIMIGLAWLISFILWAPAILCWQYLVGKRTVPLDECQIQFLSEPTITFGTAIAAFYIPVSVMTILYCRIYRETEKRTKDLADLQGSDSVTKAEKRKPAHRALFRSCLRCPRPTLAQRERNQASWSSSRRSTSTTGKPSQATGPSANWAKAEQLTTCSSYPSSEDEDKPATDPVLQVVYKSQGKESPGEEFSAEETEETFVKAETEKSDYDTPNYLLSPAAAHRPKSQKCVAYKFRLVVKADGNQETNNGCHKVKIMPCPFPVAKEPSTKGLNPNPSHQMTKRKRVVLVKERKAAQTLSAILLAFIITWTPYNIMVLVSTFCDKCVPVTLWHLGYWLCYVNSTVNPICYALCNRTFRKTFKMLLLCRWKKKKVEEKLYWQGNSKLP
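Probe or stimulus: acetylcholine, EC20 level; Assay system: human M5 receptor in CHO-K1 cells; Schedule: compound preincubation 140 s before EC20 acetylcholine addition; Technique: intracellular calcium via Fluo-8 fluorescence; Dosing: single-point, 3 µM nominal; Read-out basis: percent activation from peak-over-basal fluorescence ratio, scaled EC20-to-EC100 acetylcholine; Repeats: one well per compound, no replicates.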
CHRM4 agonist: agonists of human muscarinic M4 receptor (CHRM4) | AID 624127 | CHO-K1 hM4/Gqi5, Fluo-8 calcium fluorescence; vehicle 0%, full acetylcholine response 100% | activation, % at 3 µM | P08173 | 360,000 tested, 0.14% active;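 active means activation above the run mean over all test wells plus 3 SD, cut at about 32% in these data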;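 further: peak over basal fluorescence ratio per well then scaled between controls; 0% = DMSO wells and 100% = acetylcholine at EC100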
Target sequence (P08173 whole entry, looked up): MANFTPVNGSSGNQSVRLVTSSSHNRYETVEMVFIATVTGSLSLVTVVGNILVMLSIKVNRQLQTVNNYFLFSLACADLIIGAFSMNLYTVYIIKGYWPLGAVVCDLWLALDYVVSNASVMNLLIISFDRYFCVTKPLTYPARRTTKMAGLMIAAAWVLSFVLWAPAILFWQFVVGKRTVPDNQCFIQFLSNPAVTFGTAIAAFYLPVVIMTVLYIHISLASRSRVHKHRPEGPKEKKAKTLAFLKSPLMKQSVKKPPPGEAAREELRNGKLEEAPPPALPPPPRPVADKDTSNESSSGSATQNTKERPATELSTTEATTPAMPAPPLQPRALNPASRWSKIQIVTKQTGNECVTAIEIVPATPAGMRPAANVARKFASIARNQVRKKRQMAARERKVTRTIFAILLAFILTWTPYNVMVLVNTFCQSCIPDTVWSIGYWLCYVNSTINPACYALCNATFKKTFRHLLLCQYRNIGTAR
M4 PAM: positive allosteric modulators of human muscarinic M4 receptor | P08173 | CHO-K1 hM4/Gqi5, Fluo-8 calcium fluorescence, ACh EC20; 0% = ACh EC20, 100% = maximal ACh | activation, % at 3 µM | 360,000 tested, 0.4% active | AID 624126;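 active means activation above its plate's cutoff, the mean activation of sample wells plus 3 SD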; further: some results filed as inactive read as strong as hits
CHO-K1 Ca ag: counter-screen for M1 agonists: effect in parental CHO-K1 cells. AID 602248. Fluo-8 calcium fluorescence; scaled to maximal ATP response, vehicle zero. activation, % at 3 µM. 360,000 tested, 0.48% active; in the data active means activation above about 15%;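 further: untransfected CHO-K1 host cells lacking M1 receptor as counterscreen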
CHRM4 antagonist: antagonists of human muscarinic M4 receptor (CHRM4); P08173; CHO-hM4 cells, ACh EC80, Fluo-8 calcium fluorescence; inhibition, % at 3 µM; AID 624125; 360,000 tested, 0.73% active;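 active means inhibition above its plate's cutoff, the mean inhibition of sample wells plus 3 SD, cut at about 27% in these data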;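 further: 0% = acetylcholine EC80 with DMSO and 100% = DMSO without agonist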
CHRM5 agonist: CHRM5 agonism in calcium assay; P08912; CHO-K1 hM5 cells, Fluo-8 calcium fluorescence; 0% DMSO wells, 100% maximal acetylcholine response; activation, % at 3 µM; 360,000 tested, 0.19% active; AID 624037;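 active means activation above the run's mean over test compounds plus 3 SD, cut at about 23% in these data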;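 further: signal is peak over basal fluorescence ratio across the kinetic read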
CHO-K1 Ca antag: M1 antagonist counterscreen hit in parental CHO-K1 cells. 360,000 tested, 0.6% active. inhibition, % at 3 µM. AID 602250. ATP-induced calcium, Fluo-8 fluorescence;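 active means inhibition above a per-plate cutoff, the plate's mean sample inhibition plus 3 SD, cut at about 24% in these data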;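 further: 0% = DMSO plus EC80 ATP and 100% = DMSO alone without ATP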
M5 antag: CHRM5 antagonism in calcium assay; P08912; CHO-hM5 cells, Fluo-8 calcium fluorescence, ACh EC80; inhibition, % at 3 µM; 360,000 tested, 0.59% active; AID 624040;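 active means inhibition above a per-plate cutoff, the mean of that plate's test compounds plus 3 SD, cut at about 27% in these data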;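 further: 0% = acetylcholine EC80 with DMSO and 100% = DMSO without agonist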
Numbers without * were called inactive; x = no result given. No enrichment for hits (roughly 2.7% active in at least one column).

SMILES | M1 PAM parental | CHRM5 PAM | CHRM4 agonist | M4 PAM | CHO-K1 Ca ag | CHRM4 antagonist | CHRM5 agonist | CHO-K1 Ca antag | M5 antag
CCC(C)[C@H](NC(=O)NCCCc1ccccc1)C(=O)OC (some centres undefined) | -3 | -1 | 0 | 8 | 0.1 | -4 | 2 | -6 | 7
CCN(CC)CCNC(=O)c1ccc2c(c1NCCO)C(=O)c1ccccc1C2=O | 8 | 1 | 2 | -2 | 0.5 | -1 | -4 | -3 | 1
CCCCCSc1nc2c(c(=O)[nH]c(=O)n2C)n1C | 5 | -6 | 0 | -1 | -0.1 | 4 | -2 | 9 | 0
Cc1ccc(C(=O)NNC(=O)c2cc(OCC(F)(F)F)ccc2OCC(F)(F)F)cc1 | -6 | -1 | -1 | -2 | -0.1 | 2 | -3 | 19 | -4
CCOC(=O)c1sc(NC(=O)COC(=O)CNC(=O)C2CCCCC2)c(C(=O)OCC)c1C | -11 | -3 | 0 | 0 | 0.2 | 8 | -2 | 11 | 2
COc1ccc(-n2c(=S)[nH]c3cc(C(=O)NCCCN4CCCC4=O)ccc3c2=O)cc1 | 24 | 4 | 0 | 1 | 0.4 | -1 | -2 | -9 | 7
Cn1cccc1C(=O)C(=O)Nc1ccccc1 | 12 | 0 | 1 | 3 | 4.2 | 0 | -2 | -1 | 4
CCCCNC(=O)[C@@H]1CSC2c3ccc(OC)c(OC)c3C(=O)N21 (some centres undefined) | -19 | -2 | 2 | 0 | 0.5 | 0 | -1 | 12 | -4
N/C(=N\OC(=O)c1ccc(F)cc1)c1nonc1N | 8 | -5 | 2 | 19 | 0.8 | 8 | -3 | -2 | -1
COc1cc(-c2nc3ccccc3nc2-c2ccc(O)c(OC)c2)ccc1O | -18 | -8 | 14 | -9 | 2.3 | -4 | 2 | 9 | 10
CN(CC(=O)Nc1ccc(Cl)cc1)CC(=O)N1CCc2ccccc21 | -4 | 1 | -1 | 7 | 0.3 | -17 | -1 | -6 | -4
Cc1ccc(NC(=O)C(C)OC(=O)COc2cccc(C(F)(F)F)c2)cc1 (centres undefined) | 4 | 4 | 1 | -1 | -0.4 | 7 | -6 | -13 | 5
Cc1onc(-c2c(F)cccc2Cl)c1C(=O)N1CCSCC1 | 22 | -6 | 1 | 6 | 1.0 | 0 | -4 | -12 | 13
CC(C)(C)c1ccc(C(=O)NNc2ncccc2-n2cccc2)cc1 | 18 | 0 | 1 | -8 | 1.9 | 2 | 2 | -9 | -2
CCCCC(=O)NC(c1ccc(Cl)cc1Cl)c1ccc2cccnc2c1O (centres undefined) | 24 | 3 | 0 | 5 | 0.8 | -7 | -3 | -7 | 4
N#C/C(=C/c1cc[nH]c1)C(N)=S | -11 | 10 | 2 | -1 | 1.2 | -14 | 8 | -14 | -4
CCOc1cc(/C=C2/SC(=Nc3ccccc3)N(Cc3cccnc3)C2=O)ccc1OCC#N | 4 | 2 | 0 | 11 | 0.0 | -10 | -3 | -5 | -1
CCOC(=O)Cn1nnc(-c2ccc(OCC(C)C)cc2)n1 | -4 | 3 | 0 | 1 | 0.0 | 4 | 1 | 7 | -6
O=C(NC(c1ccc(Cl)cc1)c1cc(Cl)c2cccnc2c1O)c1cccnc1 (centres undefined) | 2 | -3 | 2 | 13 | 0.3 | -2 | -1 | -6 | 4
CC1CCN(c2ccc3nnc(CCC(=O)NCCCOC(C)C)n3n2)CC1 | 20 | 0 | 0 | 3 | -0.1 | -1 | -6 | -14 | 7
CC1CN(S(=O)(=O)c2ccc(C(=O)N(C)C3CCCCC3)cc2)CC(C)O1 (centres undefined) | 24 | 7 | 2 | 4 | 1.9 | -3 | 11 | -11 | 7
O=C1CC(c2ccc(S(=O)(=O)NCc3ccccc3)cc2)CN1 (centres undefined) | 15 | -4 | 0 | 5 | -0.2 | -1 | 0 | -6 | 2
O=C(Cn1cc([N+](=O)[O-])ccc1=O)N1CCc2ccccc2C1 | 17 | -1 | 2 | 3 | 0.7 | 7 | -1 | -23 | 2
CC1(C(=O)NS(=O)(=O)c2ccc3c(c2)CCO3)CCN1C(=O)CCC1CCCC1 (centres undefined) | 7 | -1 | 1 | 15 | 0.0 | -20 | 0 | -9 | -4
O=C(NCCC1CCCC1)c1cccs1 | 9 | -5 | -1 | -2 | 0.8 | 8 | -4 | -10 | 13
COc1cc(C)nc(OCCNC(=O)COc2ccc(Cl)cc2Cl)n1 | 17 | 1 | 1 | -3 | 0.8 | 5 | -3 | -4 | 1
COc1ccc(N2CC(O)=C(c3nc(-c4ccc(Cl)cc4)cs3)C2=N)cc1 | 23 | 3 | 0 | 2 | 0.8 | -7 | -2 | -18 | 1
Cc1ccc(S(=O)(=O)Nc2cc3c(cc2C#N)OCO3)cc1C(N)=O | -16 | -2 | 1 | 10 | -0.4 | -16 | -2 | 5 | 12
CSCC[C@H](NC(=O)c1nn(C)c(=O)c2ccccc12)c1nc2ccccc2[nH]1 | 15 | -1 | 5 | 4 | 1.7 | -11 | 0 | -23 | -4
O=C(NCCc1ccccc1)c1ccccc1NC(=O)C1CC=CCC1C(=O)O (centres undefined) | 19 | 1 | 0 | 7 | 0.1 | 1 | -3 | -5 | -7
Cc1oc(/N=C/c2ccc(Cl)cc2Cl)c(C#N)c1C | -1 | -1 | 1 | 2 | 0.0 | -4 | 1 | -21 | -3
O=C(Cc1c(F)cccc1Cl)OCC(=O)N1CCc2ccccc21 | 10 | -13 | 2 | 0 | 0.0 | 1 | 1 | -13 | 9
CC(C)(C)OC(=O)CC12CCCCC1NC(=O)O2 (centres undefined) | 5 | 1 | 0 | 9 | -0.1 | -1 | 1 | 1 | 16
Cc1ccc(-c2nnc(SCC(=O)N3CCCC3)o2)cc1C | 17 | 4 | 6 | 9 | 1.3 | -16 | -1 | 4 | -6
Cc1ccc(S(=O)(=O)N2C3CC(c4ccccc4)N(S(=O)(=O)c4ccccc4Cl)CC3C(=O)C[C@H]2c2ccccc2)cc1 (some centres undefined) | x | 0 | 1 | 3 | x | -2 | -1 | x | 6
Cc1ccccc1CS(=O)(=O)Cc1ccc(C(=O)NCCCN2CC(C)CC(C)C2)o1 (centres undefined) | -3 | 5 | 0 | 0 | -0.1 | -2 | -12 | 0 | 8
Cc1ccc(NC(=O)Cn2c(CCC(=O)O)ccc2-c2cccs2)cc1 | 15 | 1 | 3 | 1 | 0.8 | -6 | 1 | -31 | -4
CN(Cc1ccccc1)N=Nc1nc[nH]c1C(N)=O | 17 | 6 | 1 | 4 | 0.4 | 1 | 1 | -1 | -9
CC(=O)c1cc(F)c(N2CCN(c3ccc([N+](=O)[O-])cc3F)CC2)cc1C | 5 | -4 | 3 | -5 | 0.5 | 8 | 4 | -5 | -1
Cc1ccc(-c2cc(C(F)(F)F)c(C#N)c(SCC(=O)O)n2)cc1 | -1 | 1 | 1 | 0 | 0.1 | -8 | 2 | -9 | 2
Cc1[nH]c2ccccc2c1/C=N/NC(=O)CNC(=O)c1ccco1 | 8 | 0 | 1 | -3 | 0.1 | 4 | 0 | 4 | 2
CCNC(=S)NNC(=O)c1ccc(OC)cc1 | -6 | 3 | 1 | -1 | -0.7 | -11 | 1 | 1 | -12
C#CCSc1nc(C)cc(C(=O)OCC)c1C#N | 15 | 11 | 0 | 9 | -0.8 | 5 | -10 | -10 | 1
c1ccc2cc(C3OCC4(CCCC4)CO3)ccc2c1 | 7 | 0 | -1 | 2 | -0.2 | -9 | 0 | -5 | -8
CC1Oc2ccccc2N(CC(=O)c2cccc(Cl)c2)C1=O (centres undefined) | 15 | -6 | 6 | 1 | 0.6 | -15 | -5 | -31 | -5
Cc1onc(-c2ccccc2)c1C(=O)NC(C)CCc1ccccc1 (centres undefined) | 7 | 13 | 0 | -5 | 0.0 | 12 | -1 | -17 | -10
Cn1cccc1C(=O)Nc1ccc(N2CCOCC2)cc1 | -5 | -3 | 1 | 17 | 0.2 | -2 | 3 | -1 | 6
CC1(C)OC(=O)C(=CNn2cnc3ccccc3c2=O)C(=O)O1 | 19 | -5 | 3 | 11 | 0.3 | -15 | 0 | -25 | 4
Cc1cc([N+](=O)[O-])nn1CCCC(=O)Nc1ccc(Cl)cc1Cl | -7 | -2 | 1 | 1 | 0.5 | -14 | -2 | -1 | 10
CN1CCCN(C(=O)c2cc(=O)[nH]c3ccccc23)c2nc3ccccc3nc21 | 6 | -8 | 3 | 3 | 0.9 | 1 | -2 | -6 | 2
N#Cc1ccc(Cl)cc1NC(=O)COC(=O)c1cccc(S(=O)(=O)N2CCOCC2)c1 | 13 | 0 | 8 | 2 | 4.4 | -9 | 5 | -7 | 5
N#CC(c1ccc(O)cc1)N1CCN(C(C#N)c2ccc(O)cc2)CC1 (centres undefined) | 19 | 16 | 2 | 5 | 1.2 | -16 | 0 | -10 | -3
COc1ccccc1CN1CC(C(=O)N2CCC(C(=O)c3ccccc3)CC2)CCC1=O (centres undefined) | 16 | -2 | 4 | 2 | 3.2 | -7 | 0 | -9 | 3
CCOc1ccc(N(CC)S(=O)(=O)c2cccc3nsnc23)cc1 | -9 | -8 | 2 | -9 | 0.6 | 5 | -5 | -13 | 8
Cc1cc(=O)oc2c(C)c(OCC(=O)c3ccccc3)ccc12 | 7 | -2 | 0 | 1 | 0.4 | -2 | -4 | 4 | 6
COc1cc(C2c3c(n[nH]c3C)C(=O)N2c2ccc(C)cc2)ccc1O (centres undefined) | 11 | -5 | 3 | 3 | 0.7 | -1 | 0 | -3 | -1
CCn1cc(CN2CCC(C(=O)Nc3cccc(-c4cccc(OC)c4)c3)CC2)c(C)n1 | 8 | -3 | 0 | 4 | -0.1 | 1 | -5 | -2 | 7
Cc1ccc(N=C2NC(=O)c3cccc([N+](=O)[O-])c32)cc1 | -8 | 5 | 1 | 5 | -0.2 | 3 | 2 | 9 | -7
CCCc1nc(SCC(=O)Nc2cc(C)on2)c2c(=O)n(C)c(=O)n(C)c2n1 | 3 | 0 | 2 | 1 | 0.1 | 3 | 1 | 4 | 0
Cc1nn(CC(=O)c2ccccc2Cl)c(C)c1[N+](=O)[O-] | 21 | 6 | 2 | 6 | 0.1 | -3 | -6 | -15 | -1
Cc1ccc(C(=O)Nc2ccc(N3CCOCC3)nc2)cc1 | 7 | -4 | 1 | 1 | 0.3 | 7 | 0 | -6 | 7
CC(C)c1ccc(NC(=O)C2CC(=O)N(C(C)C)C2)cc1 (centres undefined) | -3 | 8 | 0 | 0 | -0.1 | -10 | 1 | 11 | -10
Cc1onc(C(=O)Nc2ccc(OC(F)(F)F)cc2)c1[N+](=O)[O-] | 6 | -7 | 3 | -7 | 3.0 | 12 | -5 | -8 | 18

Two compounds from above, reduced to CHO-K1 Ca antag and M5 antag.
canonical_smiles	CHO-K1 Ca antag	M5 antag
CC(C)(C)OC(=O)CC12CCCCC1NC(=O)O2 (centres undefined)	1	16
Cc1ccc(-c2nnc(SCC(=O)N3CCCC3)o2)cc1C	4	-6
